# Screens deposited in PubChem BioAssay by Johns Hopkins Ion Channel Center.
# TMEM16A act: mouse TMEM16A channel activation, primary screen; AID 623877; 0.3% of 340,000 active; B-score at 10 µM; HEK293 TMEM16A/YFP-H148Q/I152L, iodide quench fluorescence; stronger effect = lower value;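 active = fluorescence-ratio B-score plate-corrected deviation score at least 3 library SD below zero, with starting fluorescence score within 5 deviations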;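 note: channel opened by trigger with iodide after compound preincubation; score built on the fluorescence ratio of max minus min over baseline; more negative score means more quench and so TMEM16A activation or potentiation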
# Target sequence (Q8BHY3 whole entry, looked up): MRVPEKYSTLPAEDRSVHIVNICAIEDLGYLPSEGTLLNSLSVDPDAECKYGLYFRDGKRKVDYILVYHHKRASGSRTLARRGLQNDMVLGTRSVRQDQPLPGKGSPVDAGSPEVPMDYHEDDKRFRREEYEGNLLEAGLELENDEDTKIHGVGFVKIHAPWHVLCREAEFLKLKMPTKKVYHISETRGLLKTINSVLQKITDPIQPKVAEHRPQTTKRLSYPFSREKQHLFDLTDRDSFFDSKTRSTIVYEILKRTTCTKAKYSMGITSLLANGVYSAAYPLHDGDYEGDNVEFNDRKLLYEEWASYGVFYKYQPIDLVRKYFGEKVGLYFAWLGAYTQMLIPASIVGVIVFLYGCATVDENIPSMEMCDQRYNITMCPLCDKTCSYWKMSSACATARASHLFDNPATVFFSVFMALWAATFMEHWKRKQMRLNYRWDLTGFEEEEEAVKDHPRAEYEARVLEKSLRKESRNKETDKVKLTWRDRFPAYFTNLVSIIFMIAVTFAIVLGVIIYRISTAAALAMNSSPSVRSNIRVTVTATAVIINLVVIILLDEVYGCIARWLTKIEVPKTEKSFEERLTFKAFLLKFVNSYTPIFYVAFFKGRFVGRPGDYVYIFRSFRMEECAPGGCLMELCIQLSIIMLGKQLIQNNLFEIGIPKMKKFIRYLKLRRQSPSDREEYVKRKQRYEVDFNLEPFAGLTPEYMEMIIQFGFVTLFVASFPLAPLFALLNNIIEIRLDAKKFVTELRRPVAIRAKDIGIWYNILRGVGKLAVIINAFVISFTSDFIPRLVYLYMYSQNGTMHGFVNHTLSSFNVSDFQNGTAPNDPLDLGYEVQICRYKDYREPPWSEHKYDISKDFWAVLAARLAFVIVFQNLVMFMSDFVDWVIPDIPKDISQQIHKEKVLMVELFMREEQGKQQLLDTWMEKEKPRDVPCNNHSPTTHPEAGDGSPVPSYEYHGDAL
# Active calls of the source: *; i = inactive. This is a subset; rates above refer to the full screens.
SMILES,TMEM16A act
CC(C)C[C@H]1CN=C(Nc2ccccc2)N1CCc1cccc(F)c1,-5.15*
COc1ccc(NC(=O)Nc2cccc3c2O[C@H](CN(C)C(=O)Nc2ccccc2)[C@@H](C)CN([C@H](C)CO)C3=O)cc1,i
O=C(Cc1ccc(S(=O)(=O)N2CCOCC2)s1)N1CCN(S(=O)(=O)c2ccc(Cl)cc2)CC1,i
CCOC(=O)N1CCN(C(=O)COC(=O)c2cccc(S(C)(=O)=O)c2)CC1,i
CCN(CC(=O)NCc1cccs1)S(=O)(=O)c1c(F)cccc1F,i
CCN(C(=O)CN1C(=O)NC2(CCCc3ccccc32)C1=O)c1ccc(F)cc1 (centres undefined),i
CCc1cccc(C)c1NC(=O)CCN1C(=O)NC(C)(C)C1=O,i
CCOC(=O)CC1(C)NC(C(=O)O)C(C)(C)S1 (centres undefined),i
CC(OC(=O)C1CC1)C(=O)Nc1cc(Cl)cc(Cl)c1 (centres undefined),i
Oc1ccc2ccc(Cl)cc2c1,i
CSCCC1NC(=O)N(CC(=O)N2CCc3ccccc3C2)C1=O (centres undefined),i
CC(=O)OCC1OC(n2c3c(cc(C#N)c2=S)CCCC3)C(OC(C)=O)C(OC(C)=O)C1OC(C)=O (centres undefined),i
CC(=O)Nc1ccc(NC(=O)CSc2nnc(N)n2-c2ccccc2)cc1,i
Cc1ncc(COCc2ccccc2)c(CO)c1OCc1ccccc1,i
COc1ccc(NC(=O)CN(C)C(=O)c2cccc(Oc3ccccc3)c2)cc1,i
Cc1ccc(CNC(=O)c2ccc(N3CCC4(CC3)CC(c3cccc(Br)c3)=NO4)c(NC(=O)c3ccc(Cl)c([N+](=O)[O-])c3)c2)cc1,i
CCn1cc(C(=O)OC(C)C(=O)Nc2c(C)n(C)n(-c3ccccc3)c2=O)c(=O)c2ccc(C)nc21 (centres undefined),i
O=C(CNC(=O)COc1ccccc1)NCCN1CCOCC1,i
Cc1ccccc1OCCC(=O)OCC(=O)NNC(=O)c1cccs1,i
O=c1c2ccccc2c(=O)n(-c2ccccc2)n1-c1ccccc1,i
CC(C1=C(CCN(C)C)Cc2ccccc21)c1ccccn1 (centres undefined),i
CC(=O)C1=C(O)C(=O)N(c2cccc(C(=O)O)c2)C1c1ccccc1F (centres undefined),i
CCN1CCN(c2ccccc2NC(=O)c2ccc(-n3cccn3)cc2)CC1,i
Cc1ccc(C)c(NC(=O)COC(=O)c2c(C)nn(-c3ccccc3)c2C)c1,i
O=C(CNS(=O)(=O)c1ccc2ccccc2c1)Nc1ccc(F)c(F)c1F,i
# (next part)
SMILES,TMEM16A act
CC12CCC(=O)N1C(C(=O)NCCN1C(=O)S/C(=C\c3ccccc3Cl)C1=O)CS2 (centres undefined),i
O=C(O)c1ccn(CSc2cc(Cl)ccc2Cl)n1,i
C[C@@H]1COC(=O)[C@@H](Cc2ccc(F)cc2)C/C=C\C[C@@H](CC(=O)N[C@H](CO)Cc2ccccc2)C(=O)N1,i
CCc1ccccc1NC(=O)CN(C)C(=O)c1cc(C2CC2)nn1-c1ccccc1,i
CC(=O)c1cccc(NC(=O)CSc2nc3ccccc3c(=O)n2CCCN2CCOCC2)c1,i
CN(CC(=O)Nc1cccc(F)c1)CC(=O)Nc1cccc2ccccc12,i
CCC/C(C#CCCN1C(=O)c2ccccc2C1=O)=C1/c2ccccc2C(=O)N1c1ccccc1,i
Cc1ccc(C(=O)Nc2nc(-c3ccccn3)cs2)cc1S(=O)(=O)N1CCOCC1,i
O=S(=O)(NCC1CCC(NS(=O)(=O)c2c(F)cccc2F)CC1)c1ccc2c(c1)OCCO2 (centres undefined),i
COC(=O)C1=C(C)N(Cc2ccccc2)C(=NCC(C)C)N[C@H]1c1cccc(C(F)(F)F)c1,i
COc1cc(C)ccc1Oc1ccc([N+](=O)[O-])cc1,i
CC(C)C(NC(=O)c1ccccc1F)C(=O)NCCCn1ccnc1 (centres undefined),i
COc1cc(CCC(=O)OCC(=O)N(CC(C)C)C2CCS(=O)(=O)C2)cc(OC)c1OC (centres undefined),i
CC1(C)CC(=O)C(CO)=C(c2cccc3ccccc23)C1=O,i
COc1ccc(NC(=O)CSc2nnnn2C2CC2)cc1S(=O)(=O)N1CCOCC1,i
CN(N=C(c1ccccc1)c1ccccc1)c1ccccc1,i
CCC(C)(C)C1CCC2(CC1)NC(=O)N(CC(=O)NCCc1ccc(OC)c(OC)c1)C2=O (centres undefined),i
COC(=O)c1ccc(CNC(=O)C(C)N=C2NS(=O)(=O)c3ccccc32)cc1 (centres undefined),i
CCCn1c(NC(=O)CCNC(=O)c2ccccc2Cl)nc2ccccc21,i
O=C(c1ccc(Cl)c(S(=O)(=O)N2CCCC2)c1)N1CCN(Cc2ccccc2)CC1,i
NC(=O)c1ccsc1NC(=O)COC(=O)[C@@H]1CCCN1C(=O)c1cccs1,i
COc1ccc(S(=O)(=O)N(C)C[C@@H]2Oc3c(NS(C)(=O)=O)cccc3C(=O)N([C@@H](C)CO)C[C@H]2C)cc1,i
CC1c2cccn2CCN1S(=O)(=O)c1ccccc1 (centres undefined),i
COc1cccc(CN(C)C(=O)C2CCN(S(=O)(=O)c3ccc(C)cc3)CC2)c1OC,i
COC(=O)c1sc(S(=O)(=O)Nc2c(C)nn(C)c2C)c(C(=O)OC)c1C,i

# An excerpt from above in order of length of the SMILES, falling.
SMILES,TMEM16A act
O=C(Cc1ccc(S(=O)(=O)N2CCOCC2)s1)N1CCN(S(=O)(=O)c2ccc(Cl)cc2)CC1,i
Cc1ccc(C)c(NC(=O)COC(=O)c2c(C)nn(-c3ccccc3)c2C)c1,i
O=c1c2ccccc2c(=O)n(-c2ccccc2)n1-c1ccccc1,i

# Next results follow:
SMILES,TMEM16A act
CCCCNC1=CC(=O)C(NCCCC)=CC1=O,i
CCCn1cnc2c(SCc3ccccc3Cl)nc(N)nc21,i
O=C(Nc1cccc2ccccc12)N(c1ccccc1)c1ccccc1,i
CC1(c2ccccc2)C(C#N)C(=O)NC(=O)C1C#N (centres undefined),i
Cn1c(SCC(=O)Nc2sccc2C#N)nnc1C1CC1,i
O=C(COC(=O)c1cc[n+]([O-])cc1)Nc1cccc(F)c1,i
CC(C)Cn1c(N)c(C(=O)COC(=O)CCc2nc3ccccc3c(=O)[nH]2)c(=O)n(C)c1=O,i
CN(C)c1ccc(C=NNc2nc3c([nH]2)c(=O)n(C)c(=O)n3C)cc1,i
CC(OC(=O)c1ccc(Cl)nc1)C(=O)Nc1ccc2c(c1)OCO2 (centres undefined),i
O=C(Nc1cccc(S(=O)(=O)NC2=NCCCCC2)c1)c1ccc(Cl)cc1,i
O=C(COC(=O)CCc1c[nH]c2ccccc12)Nc1ccccc1,i
Cc1ccc(NC(=O)CN2C(=O)S/C(=C/c3ccc(-c4cccc(C(=O)O)c4)o3)C2=O)cc1,i
CCOc1ccc(CN(C)C(=O)CN2C(=O)NC3(CCCc4ccccc43)C2=O)cc1 (centres undefined),i
COc1ccccc1C(=O)NCC(=O)OCC(=O)Nc1nnc(-c2ccccc2)o1,i
COc1cccc(C=NNC(=O)C2CC2)c1,i
CC(C)NC(=O)CSc1ccccc1C(=O)N1CCN(S(=O)(=O)Cc2ccccc2)CC1,i
COc1cccc(NC(=O)COC(=O)c2ccc(C)c(S(=O)(=O)N3CCCCC3)c2)c1,i
Cc1cnc(NC(=O)CCCNC(=O)c2ccc(Cl)cc2)s1,i
CCC(=O)NC(c1cc(Cl)c2cccnc2c1O)C1CC1 (centres undefined),i
CC(=O)Nc1ccc(NC(=O)CC2(CC(=O)N3CCOCC3)CCCC2)cc1,i
Cc1ccc(Cl)cc1NC(=O)CN1C(=O)NC(C)(C2CC2)C1=O (centres undefined),i
Cc1cccc(C(=O)OC(C)C(=O)NCC2CCCCC2)c1O (centres undefined),i
CS(=O)(=O)c1cccc(C(=O)OCC(=O)NCc2cccs2)c1,i
COCCN(CC(=O)Nc1ccccc1C(F)(F)F)C(=O)c1ccc(-n2cccn2)cc1,i
CCCCNC(=O)[C@@](CC)(ONc1ccccc1C(F)(F)F)c1cccc2ccccc12,i
# The list continues:
SMILES,TMEM16A act
Cc1ccc2nc(SCC(=O)Nc3cccnc3Cl)[nH]c2c1,i
N#CCSc1ccccc1NC(=O)CN1C(=O)C(=O)N(Cc2ccccc2)C1=O,i
COc1ccc(NC(=O)c2ccc(OCC3CCCO3)cc2)cc1OC (centres undefined),i
COc1ccc(CCN2CC(C(=O)OCC(=O)NCc3ccccc3Cl)CC2=O)cc1OC (centres undefined),i
Cc1nn(-c2ccc(C(=O)N3CCN(S(=O)(=O)c4ccccc4C(F)(F)F)CC3)cc2)c(C)c1Cl,-5.77*
CN(N=O)c1ccc(CC2CCc3ccccc32)cc1 (centres undefined),i
O=C(CN1C(=O)NC2(CCCC2)C1=O)OCc1ccccc1,i
O=c1oc(CCO)cc2ccccc12,i
CCCCn1c(N)c(N(Cc2ccccc2OC)C(=O)c2cc(CC)c(C)s2)c(=O)[nH]c1=O,i
Nc1ccccc1-c1ccn[nH]1,i
Cc1ccc(C)c(C(=O)CCC(=O)N2CCN(c3cccc(C(F)(F)F)c3)CC2)c1,i
NC1=NC(c2ccccc2)CC(=O)N1 (centres undefined),i
Cc1ccc(NS(=O)(=O)c2cccc(C(=O)NC3CC3)c2)c(C)c1,i
CCOC(=O)/C=C1\SC(C)C(=O)N1CC(=O)N(CCC#N)c1ccccc1 (centres undefined),i
CCOc1ccccc1C(=O)NCC(=O)NCc1ccc(S(=O)(=O)N2CCOCC2)cc1,i
Cc1nn(CC(=O)N(C)C2CCC(C)CC2)c(C)c1S(=O)(=O)N(C)C (centres undefined),i
Cc1cc(C(=O)OCC(=O)N2CCC(C)CC2)c2ccccc2n1,i
O=C(CCS(=O)(=O)c1ccc(Cl)cc1)N1CCN(c2ccc(F)cc2)CC1,i
COCc1c(C(=O)OCC(=O)Nc2ccc(OC(F)F)cc2)oc2ccccc12,i
Cc1[nH]c2ccc(C(=O)OCC(=O)Nc3cccc(S(N)(=O)=O)c3)cc2c1C,i
O=C(Cc1c(Cl)cccc1Cl)OCC(=O)N1CCOCC1,i
Cc1ccc(NC(=O)CN(C)C(=O)c2cccc(-n3cccc3)c2)cc1,i
CSCCC(NC(=O)COc1ccccc1)C(=O)N(C)CC(=O)Nc1ccc(Cl)cc1 (centres undefined),i
NC(=O)c1nccc2ccccc12,i
Cc1nn(-c2ccccc2)c2c1CC(=O)Nc1ccccc1-2,i
# Continuation.
SMILES,TMEM16A act
O=C(NNC(=O)c1ccc(Br)s1)c1ccc(F)c(S(=O)(=O)N2CCOCC2)c1,i
Cc1cc(C)n2nc(C(=O)OCC(=O)Nc3ccc(C)c(S(=O)(=O)N4CCOCC4)c3)nc2n1,i
N#CC1(NC(=O)COc2cccnc2[N+](=O)[O-])CCCCC1,i
Cn1cc2ccc(N)cc2n1,i
CCn1c(=S)[nH]c2c(=O)n(C)c(=O)n(C)c21,i
C=CCSc1nnc(NC(=O)CSCc2c(C)noc2C)s1,i
O=C(COC(=O)Cc1n[nH]c(=O)c2ccccc12)Nc1ccc(Cl)cn1,i
Cc1ccc(CN(C)C(=O)c2ccccc2NC(=O)c2ccccc2)o1,i
CCNc1nc(C#N)nc2c1ncn2-c1cc(F)cc(F)c1,i
Cc1ccc(NC(=O)COC(=O)C2=NNC(=O)CC2)c(Br)c1,i
CCN1CCN(c2ccc(Cl)cc2NC(=O)c2ccco2)CC1,i
COc1ccc(S(=O)(=O)N2CCN(C(=O)CCOc3ccccc3)CC2)cc1OC,i
CN(CC(=O)Nc1ccccc1Cl)C(=O)CN1C(=O)NC(c2ccccc2)(c2ccccc2)C1=O,i
CC(OC(=O)c1cc[n+]([O-])cc1)C(=O)Nc1ccc(C(N)=O)cc1 (centres undefined),i
COC(=O)C1=C(C)N(Cc2ccccc2)C(=NCc2cccc(C(F)(F)F)c2)N[C@H]1c1cccc(C(F)(F)F)c1,i
COc1ccccc1NS(=O)(=O)c1ccc(C)c(NS(=O)(=O)c2cc(NC(C)=O)ccc2OC)c1,i
CC1(C(=O)OCC(=O)NCc2ccc(Cl)cc2)CC1(Cl)Cl (centres undefined),i
O=C(OCC(=O)N(C1CCCCC1)C1CCCCC1)c1ccc(Cl)nc1,i
C#CCOCCOCCOCCNc1nc(N2CCN(C(=O)C([C@@H](C)O)n3cc([C@@H](N)CCCCN)nn3)CC2)nc(N2CCN(C(=O)[C@H](CCCCN)n3cc([C@@H](N)CC(N)=O)nn3)CC2)n1 (some centres undefined),i
O=C(O)C1(Nc2ccccc2)CCCC1,i
CN1N=C(N)c2cn(C3OC(COP(=O)(O)O)C(O)C3O)c3ncnc1c23 (centres undefined),i
O=C(CN1C(=O)NC2(CCCCC2)C1=O)N1CCN(c2ncccn2)CC1,i
Nc1c(N(CCCO)C(=O)C2CCCC2)c(=O)[nH]c(=O)n1Cc1ccccc1,i
O=C(CSc1ccc(Br)cc1)NCC1(N2CCCCC2)CCCCC1,i
CN(Cc1ccc(Cl)cc1Cl)C(=O)c1cccc(S(=O)(=O)NCc2ccccc2)c1,i
N#Cc1cccc(S(=O)(=O)NCC(=O)NCc2ccc3c(c2)OCO3)c1,i

# Structural class, the compounds so far containing an aryl thioether with sulfur outside any ring (eleven)
SMILES,TMEM16A act
CC(=O)Nc1ccc(NC(=O)CSc2nnc(N)n2-c2ccccc2)cc1,i
O=C(O)c1ccn(CSc2cc(Cl)ccc2Cl)n1,i
CC(=O)c1cccc(NC(=O)CSc2nc3ccccc3c(=O)n2CCCN2CCOCC2)c1,i
COc1ccc(NC(=O)CSc2nnnn2C2CC2)cc1S(=O)(=O)N1CCOCC1,i
CCCn1cnc2c(SCc3ccccc3Cl)nc(N)nc21,i
Cn1c(SCC(=O)Nc2sccc2C#N)nnc1C1CC1,i
CC(C)NC(=O)CSc1ccccc1C(=O)N1CCN(S(=O)(=O)Cc2ccccc2)CC1,i
Cc1ccc2nc(SCC(=O)Nc3cccnc3Cl)[nH]c2c1,i
N#CCSc1ccccc1NC(=O)CN1C(=O)C(=O)N(Cc2ccccc2)C1=O,i
C=CCSc1nnc(NC(=O)CSCc2c(C)noc2C)s1,i
O=C(CSc1ccc(Br)cc1)NCC1(N2CCCCC2)CCCCC1,i
